Screening data from PubChem BioAssay.
HePTP inhibitor = inhibitors of human HePTP phosphatase, primary screen, biochemical, absorbance, leukemia target | Tyrosine-protein phosphatase non-receptor type 7 (Homo sapiens), P35236 | recombinant HePTP phosphatase activity, OD absorbance | inhibition, % at 20 µM | 0.64% of 110,000 active | AID 521, 2006; in the data active means inhibition above about 50%;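 further: plate controls were vehicle for no effect and reference inhibitor for full effect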
Target sequence (P35236 whole entry, looked up): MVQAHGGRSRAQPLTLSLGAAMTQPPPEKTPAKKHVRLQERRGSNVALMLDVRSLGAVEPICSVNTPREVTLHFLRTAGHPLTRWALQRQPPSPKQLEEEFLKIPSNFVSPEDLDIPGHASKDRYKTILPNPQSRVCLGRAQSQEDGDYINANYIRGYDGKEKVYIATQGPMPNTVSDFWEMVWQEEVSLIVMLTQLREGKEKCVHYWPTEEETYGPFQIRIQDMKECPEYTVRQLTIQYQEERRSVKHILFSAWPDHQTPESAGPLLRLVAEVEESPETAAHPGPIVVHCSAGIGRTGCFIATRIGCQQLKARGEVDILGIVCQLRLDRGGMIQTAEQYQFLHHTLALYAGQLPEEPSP
BAP1 block = inhibitors of BAP1 deubiquitinase, primary screen, biochemical, Ub-AMC fluorescence, kinetic; recombinant BAP1, Ub-AMC hydrolysis fluorescence kinetic; hits give low values; activity remaining (% of control), % at 20 µM; 0.48% of 72,000 active; AID 436, 2006;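 active means activity remaining at or below 50% of control, provided the compound also passes the data quality filters; inactive means the rest, including low values that fail the filters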;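 further: 100% = DMSO wells rate and 0% = substrate alone blank rate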
Target sequence (Q92560 whole entry, looked up): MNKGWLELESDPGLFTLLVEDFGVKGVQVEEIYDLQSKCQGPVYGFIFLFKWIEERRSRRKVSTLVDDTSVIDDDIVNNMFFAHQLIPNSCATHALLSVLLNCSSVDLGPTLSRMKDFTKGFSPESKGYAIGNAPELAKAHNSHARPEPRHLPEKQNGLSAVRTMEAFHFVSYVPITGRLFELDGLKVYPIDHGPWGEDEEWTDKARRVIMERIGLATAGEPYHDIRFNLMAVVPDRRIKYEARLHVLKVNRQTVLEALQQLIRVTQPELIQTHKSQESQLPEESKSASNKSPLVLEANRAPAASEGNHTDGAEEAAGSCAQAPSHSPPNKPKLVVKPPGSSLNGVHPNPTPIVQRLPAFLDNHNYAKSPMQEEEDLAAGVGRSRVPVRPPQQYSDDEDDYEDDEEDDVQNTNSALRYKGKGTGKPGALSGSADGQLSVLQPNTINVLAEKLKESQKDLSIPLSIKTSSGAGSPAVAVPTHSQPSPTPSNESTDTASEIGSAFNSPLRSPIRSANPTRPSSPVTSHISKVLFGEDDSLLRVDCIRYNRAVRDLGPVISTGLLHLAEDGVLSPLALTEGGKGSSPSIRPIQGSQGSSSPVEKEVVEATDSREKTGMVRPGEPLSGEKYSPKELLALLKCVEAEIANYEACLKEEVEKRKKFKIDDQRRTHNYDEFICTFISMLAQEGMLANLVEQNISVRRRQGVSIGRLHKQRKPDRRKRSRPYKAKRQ
Active calls of the source: *; x = not tested or not shown; & = joins results of further samples.

SMILES	HePTP inhibitor	BAP1 block
O=C(O)CCCC(=O)Nc1c(F)c(F)c(F)c(F)c1F	-5	93
O=C1c2ccccc2C(=O)N1CC#CCN1CCN(C(c2ccccc2)c2ccccc2)CC1	0	166
COC(=O)c1cccc(NC(=O)CSc2nnc(COc3ccc(C#N)cc3)n2-c2ccccc2)c1	10	77
O=C(NC(NC(=S)N1CCOCC1)C(Cl)(Cl)Cl)c1cccc([N+](=O)[O-])c1 (stereo not drawn)	-5	x
O=C(Nc1sc2c(c1C(=O)O)CCCC2)c1ccc(Cl)cc1	7	x
CC1(C)CC(=O)C2=C(C1)N(CC1CCCO1)C(=O)C2(O)C(F)(F)F (stereo not drawn)	-10	59
COc1ccc(NC(=O)c2c(-c3c(Cl)cccc3Cl)noc2C)c([N+](=O)[O-])c1	-13	x
COc1ccc(OCC(=O)N2CCN(c3cccc(C(F)(F)F)c3)CC2)cc1	-3	82
Cc1ccc(N2C(=O)c3ccc(C(=O)Nc4ccc(O)cc4)cc3C2=O)cc1C	8	x
CCOc1ccccc1NC(=O)CN(c1ccc(C)cc1)S(=O)(=O)c1ccc(F)cc1	-3	x
CC(C)NC(=O)CN(c1ccc(F)cc1)S(=O)(=O)c1ccccc1	2	x
COC(=O)C1=C(C)N(c2ccccc2)C(=O)/C1=C\c1ccc(C(=O)OC)cc1	4	x
CC(Oc1cccc(Cl)c1)C(=O)Nc1ccccc1C(=O)N1CCCCCC1 (stereo not drawn)	-13	x
COc1ccc(/C(C)=N/NC(=O)CSc2nc(C)cc(C)n2)cc1OC	-4	x
NC(=O)CSc1nnc(COc2ccccc2)n1CCc1ccccc1	0	93
O=C1CC(c2ccc(Cl)cc2)CC2=C1C(c1cccc([N+](=O)[O-])c1)Nc1ccccc1N2 (stereo not drawn)	3	56
CCOC(=O)C1CCCN(c2ncnc3c2[nH]c2cccc(OC)c23)C1 (stereo not drawn)	8	125
c1ccc(OCCOCCSc2ncccn2)cc1	4	92
CCn1c(SCC(=O)OC(C)C)nnc1-c1cccc(Cl)c1	-10	79
CCCc1nc2oc3c(NCCN4CCOCC4)ncnc3c2c2c1CCCC2	8	103
CC(C)(C)c1ccc(OCC(=O)O)cc1	9	90
N#CCCCSc1nnc(CSc2nc3ccccc3s2)n1-c1ccccc1	2	x
Cc1ccc(C)c2[nH]c(=O)c(CN(CC3CCCO3)S(=O)(=O)c3ccc4c(c3)OCCO4)cc12 (stereo not drawn)	13	89
COCCCNC(=O)C1C2C=CC3(CN(Cc4ccc(C)cc4)C(=O)C13)O2 (stereo not drawn)	5	118

Sorted by length of the SMILES (largest number first): some entries from above
SMILES	HePTP inhibitor	BAP1 block
Cc1ccc(C)c2[nH]c(=O)c(CN(CC3CCCO3)S(=O)(=O)c3ccc4c(c3)OCCO4)cc12 (stereo not drawn)	13	89
COC(=O)c1cccc(NC(=O)CSc2nnc(COc3ccc(C#N)cc3)n2-c2ccccc2)c1	10	77
COC(=O)C1=C(C)N(c2ccccc2)C(=O)/C1=C\c1ccc(C(=O)OC)cc1	4	x
CCOc1ccccc1NC(=O)CN(c1ccc(C)cc1)S(=O)(=O)c1ccc(F)cc1	-3	x
Cc1ccc(N2C(=O)c3ccc(C(=O)Nc4ccc(O)cc4)cc3C2=O)cc1C	8	x
CC1(C)CC(=O)C2=C(C1)N(CC1CCCO1)C(=O)C2(O)C(F)(F)F (stereo not drawn)	-10	59
COCCCNC(=O)C1C2C=CC3(CN(Cc4ccc(C)cc4)C(=O)C13)O2 (stereo not drawn)	5	118
COc1ccc(OCC(=O)N2CCN(c3cccc(C(F)(F)F)c3)CC2)cc1	-3	82
CC(Oc1cccc(Cl)c1)C(=O)Nc1ccccc1C(=O)N1CCCCCC1 (stereo not drawn)	-13	x
CCOC(=O)C1CCCN(c2ncnc3c2[nH]c2cccc(OC)c23)C1 (stereo not drawn)	8	125
CCCc1nc2oc3c(NCCN4CCOCC4)ncnc3c2c2c1CCCC2	8	103
N#CCCCSc1nnc(CSc2nc3ccccc3s2)n1-c1ccccc1	2	x
NC(=O)CSc1nnc(COc2ccccc2)n1CCc1ccccc1	0	93
O=C(O)CCCC(=O)Nc1c(F)c(F)c(F)c(F)c1F	-5	93
CC(C)(C)c1ccc(OCC(=O)O)cc1	9	90

Other compounds follow.
SMILES	HePTP inhibitor	BAP1 block
O=S(=O)(Nc1ccc(Nc2ccccc2)cc1)c1ccccc1	-19	x
COc1ccc2[nH]c(=O)c(CN(C(C)=O)c3cccc(C)c3)cc2c1	8	x
Cc1nc2nc(C)c(CCC(=O)N3CCc4ccccc43)c(C)n2n1	10	110
COc1cc2c(cc1NC(=O)c1ccc3ccccc3n1)oc1ccccc12	-2	x
CCOC(=O)N1CCC(Nc2c(NCCN3CCN(Cc4ccccc4)CC3)c(=O)c2=O)CC1	-14	93
CCC(=O)N1c2ccc(S(=O)(=O)CCC(=O)Nc3nccs3)cc2CC1C (stereo not drawn)	3	100
Cc1ccc(N2C(=O)C3C4C=CC(C)(O4)C3C2=O)cc1Br (stereo not drawn)	-3	x
CCOC(=O)C1=C(C)N=c2s/c(=C\c3ccc(OCC)c(OC)c3)c(=O)n2C1c1ccc(C)cc1 (stereo not drawn)	-4	x
CCOC(=O)c1c(-c2ccc(-c3ccccc3)cc2)csc1NC(=O)c1ccco1	-2	x
Cn1nnnc1CCOCCc1nnnn1C	0	81
CCOC(=O)c1ccc(NC(=O)c2cc3ccccc3oc2=O)cc1	-7	x
O=C(/C=C/NNC(=O)c1ccccc1)c1ccccc1	6	x
CCCCn1c(=N)n(CC(=O)c2ccco2)c2ccccc21	x	109
CCOC(=O)C1=C(C)N=c2s/c(=C/c3ccc(Cl)cc3)c(=O)n2C1c1ccccc1 (stereo not drawn)	6	x
CCN(CC)CCOC(=O)c1ccc(O)c(OC)c1	-8	x
COc1ccc(/C=C/C(=O)c2ccc(Br)cc2)cc1[N+](=O)[O-]	8	x
O=S(=O)(NCc1ccc2c(c1)OCO2)c1cccc(S(=O)(=O)N2CCOCC2)c1	11	112
CCCCCCCn1c(NCCO)nc2ccccc21	2	x
CCCC(c1nnnn1C1CCCCC1)N1CCN(C2CCCC2)CC1 (stereo not drawn)	6	117
NC(=O)c1cc(Cl)cn(-c2ccccc2)c1=O	-3	91
CSc1nc(NC(N)=O)c2c3c(sc2n1)CC(C(C)(C)C)CC3 (stereo not drawn)	13	x
COC(=O)CCN(C(=O)C1C2CC3CC(C2)CC1C3)c1ccccn1 (stereo not drawn)	0	90
Cc1cccc(-c2nc(CSCC(=O)N3CCN(c4ccccn4)CC3)c(C)o2)c1	x	93
Cc1ccc(C)c(S(=O)(=O)Nc2ccc(S(=O)(=O)Nc3onc(C)c3C)cc2)c1	-3	99
O=C1CCCN1CC(CN1CCOCC1)Sc1nnnn1-c1ccccc1 (stereo not drawn)	2	x
CCCCN(CC)C(=O)Cc1c(C(=O)O)[nH]c2ccc(Cl)cc12	9	98
COc1ccc(C(=O)NCCCN2CCOCC2)cc1Br	2	x
O=C(Nc1cccc(Br)c1)c1cnccn1	-8	x
COC(=O)c1ccc(-n2c(C)cc(/C=C3\SC(=S)NC3=O)c2C)cc1	-9	x
O=C(NC1CCCCCC1)c1ccc(N2CCCC2=O)cc1	-5	134
COc1ccc2c(c1)c(=O)oc1cc(OC(C)=O)ccc12	-12	x
CCOC(=O)C1CCCN(C(=O)C2CC(=O)N(c3ccc(C)cc3)C2)C1 (stereo not drawn)	11	87
O=C(CSc1nc(-c2cccs2)cc(C(F)(F)F)n1)NCc1ccco1	x	89
CCOc1ccc(N(Cc2ccc(C(=O)N3CCCC3)cc2)S(=O)(=O)c2ccc(C)cc2)cc1	9	x
CCOc1ccc(NC(=O)CCS(=O)(=O)c2ccc3c(c2)CCCN3C(C)=O)cc1	-4	88
CCOc1ccc(NC(=O)c2ccc(N)cc2)cc1	2	104
CCCCS(=O)(=O)CC(O)COc1ccccc1 (stereo not drawn)	5	x
COc1ccc(CNC(=O)C2COc3ccccc3O2)c(OC)c1 (stereo not drawn)	3	115
Cn1c(SCc2nc3ccccc3[nH]2)nnc1-c1cccs1	13	83
CCOc1ccc(NC(=O)C2=C(C)NC(=O)NC2c2cccc(OC)c2OC)cc1 (stereo not drawn)	-2	x
CCNC(=O)c1ccccc1-c1nc(-c2ccccc2Cl)no1	5	61
Cn1nnnc1SCc1cn2cccnc2n1	4	x
N#CCC(=O)NCCCOC(=O)Nc1ccc(Cl)c(Cl)c1	3	87
Cc1cc(N2C(=O)NC(=O)/C(=C\c3ccc([N+](=O)[O-])o3)C2=O)ccc1Br	104*	x
CC1CCCN(C(=O)CSCC(=O)N=c2sc3ccccc3n2C)C1 (stereo not drawn)	10	95
COc1ccc(OC)c2sc(NC(=O)C3=COCCO3)nc12	2	108
Cc1ccc(C(c2sc3ncnn3c2O)N2CC(C)CC(C)C2)cc1 (stereo not drawn)	12	90
Cn1nnnc1SCc1cc(=O)n2ccsc2n1	5	107
O=c1oc(-c2cccc(F)c2)nc2c1cnn2-c1ccccc1	10	x
CC(C)(C)NC(=O)Cn1nnc(-c2ccccc2Cl)n1	-4	98
O=C(Cc1ccccc1)N1N=C(c2ccc(Br)cc2)CC1(O)C(F)(F)F (stereo not drawn)	40	x
COc1ccc(S(=O)(=O)N(C)CC(=O)O)c2ccccc12	7	68
Cc1cn(C2C=CC(CO)O2)c(=O)[nH]c1=O (stereo not drawn)	x	120
COc1ccc(NC(=O)Nc2ccccc2OC)cc1	9	x
N#Cc1ccccc1-n1c(N)c(C(=O)N2CCCC2)sc1=S	-8	84
NC(=O)NC(=O)COC(=O)CCCc1c[nH]c2ccccc12	-4	102
CCOC(=O)c1[nH]c(C(=O)O)c(CCN(CC)CC)c1C	x	102
CCN1C(=O)C(O)(C2COC(C)(C)CC2=O)c2cc(Br)ccc21 (stereo not drawn)	1	93
O=S(=O)(Nc1nc2ccccc2nc1NCCO)c1cccc(Cl)c1	8	69
CCOC(=O)c1cnn2c(C)c(C(C)=O)cnc12	4	x

Following part:
SMILES	HePTP inhibitor	BAP1 block
Cc1nonc1NC(=O)Nc1cccnc1	5	105
O=C(Nc1cc(Cl)cc(Cl)c1)c1ccc(S(=O)(=O)N2CCCCC2)cc1	-2	x
CC(C)OC(=O)c1c(N)sc2c1CCCCC2	5	x
O=C(CSc1nnc(-c2cccc(F)c2)n1-c1ccccc1)NCc1ccccc1	6	x
CC1(C)CC(=O)c2c(nc3ccccc3c2N)C1	-6	x
Cc1cc(C)nc(SCCCn2c(=O)[nH]c3ccccc32)n1	14	95
COCCCNS(=O)(=O)c1ccc2c(c1)OCCO2	2	108
COc1cc(-c2nnc3sc(-c4cccnc4)nn23)cc(OC)c1OC	8	98
COc1ccc(N/N=C(/C#N)C(=N)N2CCCCCC2)cc1	1	x
COc1ccccc1N1CCN(C(=O)CSc2nc(-c3ccccc3)cc(=O)[nH]2)CC1	-9	64
Cc1nc2ccc(S(=O)(=O)Nc3ccccc3C)cc2s1	5	65
Cn1c(SCC(=O)c2ccccc2)nnc1C1CC1	7	98
CC(=O)Oc1ccc(NC(=O)CC2SC(N)=NC2=O)cc1 (stereo not drawn)	-6	x
COc1cccc(Cn2nnc(C(=O)Nc3cc(C)ccc3OC)c2N)c1	2	113
Cc1ccc(SCCNC(=O)c2ccccc2)cc1	-3	x
O=C(Oc1cccc(N2C(=O)CCC2=O)c1)C1CC(=O)N(c2ccc(F)cc2)C1 (stereo not drawn)	-13	67
O=C(NCc1n[nH]c(=S)n1-c1ccc(Br)cc1)c1cccc(F)c1	x	93
Cc1ccccc1NCn1c(=S)oc2ccccc21	2	x
O=C(Oc1ccc([N+](=O)[O-])cc1)c1ccc(Cl)c(S(=O)(=O)N2CCOCC2)c1	2	x
COc1ccc(Cl)cc1NC(=O)CSCc1cccc(Br)c1	9	x
O=C(Nc1cccnc1)c1cn(-c2ccccc2)nc1-c1cccs1	-2	107
O=C(c1cc(Cl)ccc1Cl)N1CCN(c2ccccn2)CC1	8	92
CCOC(=O)c1sc(NC(=O)COc2ccc(CC)cc2)c(C(=O)OCC)c1C	9	x
COc1ccccc1N1CCN(c2ncnc3nc[nH]c23)CC1	4	94
O=C(Nc1cccc(Cl)c1Cl)c1ccc(CN2CCc3ccccc3C2)cc1	9	x
O=C(N=Nc1c(O)n(CN2CCCCCC2)c2ccccc12)c1ccncc1	-11	x
NC(=O)C1(N2CCCCC2)CCN(CC(=O)Nc2cc(Cl)ccc2Cl)CC1	-1	75
Cc1ccc(N2C(=O)c3ccc(N)cc3C2=O)cc1	-10	93
CC(=O)Nc1ccc(C2(O)COc3ccccc3O2)cc1 (stereo not drawn)	10&8	x
O=C(CN1C2=NCCN2c2ccccc21)C12CC3CC(CC(C3)C1)C2	5	101
CCOC(=O)c1sc(NC(=O)c2cccc3ccccc23)nc1C	4	x
Cc1cc(C)n(CC(O)COc2cccc(OCC(O)Cn3nc(C)cc3C)c2)n1 (stereo not drawn)	2	90
CCOC(=O)c1ccc(-c2ccccc2)cc1	-16	x
COc1cccc(C2CC(C(F)(F)F)n3ncc(C(=O)O)c3N2)c1 (stereo not drawn)	2	113
CCN1CCc2nc(NC(=O)Cc3ccc4c(c3)OCCO4)sc2C1	4	x
O=C(NC(Cc1ccccc1)C(=O)O)c1ccc(S(=O)(=O)N2CCCC2)cc1 (stereo not drawn)	6	109
Cc1cc(C)cc(OCCCCNC(C)(C)C)c1	6	x
CCOc1cccc(NC(=O)c2ccc(S(=O)(=O)N(C)C)cc2)c1	6	90
O=S1(=O)N=C(Nc2ccc(N3CCOCC3)cc2)c2ccccc21	8	54
COc1ccc(OCCC(=O)OCC(=O)NCc2ccco2)cc1	12	x
COc1ccc(C2C(C(=O)Nc3ccccc3OC)=C(C)Nc3nnnn32)c(OC)c1 (stereo not drawn)	7	105
O=[N+]([O-])c1cccc(S(=O)(=O)Nc2ccc3c(c2)OCO3)c1	2	x
O=C1CC(c2ccccc2)Sc2ccccc2N1 (stereo not drawn)	2	107
